Compound activity (PubChem BioAssay)
Ecoli viability – bacterial growth inhibition, counter-screen for AddAB inhibitors; inhibition, % at 11.9 µM; E. coli V3065 growth, OD600 absorbance, 18 h; 330,000 tested, 0.27% active;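 active = inhibition above the campaign's mean inhibition across all tested compounds plus 3 SD, cut at about 9.9% in these data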;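 note: uninfected addAB+ strain grown without phage in ampicillin broth; 0% = DMSO wells and 100% = ciprofloxacin 0.95 µg/ml wells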
PKA-R2B act – activators of human PKA-R2B complex; AID 504700; activation, % at 11.4 µM; P22694+P31323; 340,000 tested, 0.079% active; PKA-R2B holoenzyme dissociation, Cy5-IP20 fluorescence polarization; R2B truncated from residue 108, S112A mutant; 0% DMSO only, 100% 113 µM cGMP;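 active = activation above a cutoff set at the mean over all compounds plus 3 SD, cut at about 18% in these data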;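 note: higher means more holoenzyme dissociation and a rise in polarization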
CDK5 p35 inh – CDK5/p35 (human) kinase inhibition. Q00535+Q15078. Recombinant CDK5/p35, ADP-Glo luminescence, 60 min. 330,000 tested, 0.01% active. AID 488839. inhibition, % at 10 µM;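 active = highest replicate inhibition of at least 50% and at least 75% of replicates reaching 50%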;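 note: plate controls were DMSO neutral control for no effect and GW8510 at 10 µM for full effect; many of its hits are not listed in these tables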
Target sequence (Q00535 whole entry, looked up): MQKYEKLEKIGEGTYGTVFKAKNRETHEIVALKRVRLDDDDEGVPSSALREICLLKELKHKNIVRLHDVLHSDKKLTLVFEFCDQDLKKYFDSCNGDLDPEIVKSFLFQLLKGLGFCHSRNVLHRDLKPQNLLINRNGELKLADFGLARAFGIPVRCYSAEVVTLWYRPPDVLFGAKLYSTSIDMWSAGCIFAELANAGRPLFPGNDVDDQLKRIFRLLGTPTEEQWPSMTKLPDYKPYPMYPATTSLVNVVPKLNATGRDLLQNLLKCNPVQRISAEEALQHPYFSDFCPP
Target sequence (Q15078 whole entry, looked up): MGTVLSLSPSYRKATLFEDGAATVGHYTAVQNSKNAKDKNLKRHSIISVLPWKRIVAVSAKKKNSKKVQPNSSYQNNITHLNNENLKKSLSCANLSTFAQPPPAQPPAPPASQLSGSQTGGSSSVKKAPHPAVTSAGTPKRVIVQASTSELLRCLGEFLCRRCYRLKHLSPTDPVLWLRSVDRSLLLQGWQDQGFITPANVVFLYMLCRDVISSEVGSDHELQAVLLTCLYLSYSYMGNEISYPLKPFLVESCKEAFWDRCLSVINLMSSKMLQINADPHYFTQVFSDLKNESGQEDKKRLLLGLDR
AddAB inh – less growth of phage-infected E. coli with AddAB. 330,000 tested, 0.29% active. inhibition, % at 11.9 µM. E. coli expressing H. pylori AddAB, absorbance growth; in the data active = inhibition above about 12%;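 note: 0% = vehicle wells of infected cells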
HTR5A inv ctr – inverse agonist of human HTR5A in OPRM1-OPRD1 counter-screen; P47898; HTR5A cell line, luminescence, inverse agonism; inhibition, % at 9.3 µM; 340,000 tested, 0.083% active; AID 504634; in the data active = inhibition mostly above about 23%, no sharp cut-off; inactive = mostly below about 18%;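 note: 0% = cells with DMSO and 100% = no-cell wells with DMSO; some compounds called inactive have numbers as strong as hits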
Target sequence (P47898 whole entry, looked up): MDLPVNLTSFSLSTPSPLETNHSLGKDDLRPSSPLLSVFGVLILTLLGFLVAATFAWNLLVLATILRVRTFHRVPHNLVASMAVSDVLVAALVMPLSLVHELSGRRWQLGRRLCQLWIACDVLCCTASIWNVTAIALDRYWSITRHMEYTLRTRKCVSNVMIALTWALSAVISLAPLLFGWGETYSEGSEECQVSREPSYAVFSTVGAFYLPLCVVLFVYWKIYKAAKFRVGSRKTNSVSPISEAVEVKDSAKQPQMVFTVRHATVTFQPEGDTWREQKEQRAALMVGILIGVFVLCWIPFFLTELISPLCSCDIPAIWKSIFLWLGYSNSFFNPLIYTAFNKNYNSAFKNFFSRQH
PKA-R1A act – PKA-R1A complex activation; P00514+P68181; PKA-R1A dissociation, Cy5-IP20 fluorescence polarization; scaled: DMSO 0%, 113 µM cGMP 100%; activation, % at 11.4 µM; 340,000 tested, 0.083% active;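 active = percent activation above the mean of all tested compounds plus 3 SD, cut at about 19% in these data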;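 note: higher means more PKAc released from R1A so a rise in polarization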
HTR5A ag ctr – activates human HTR5A in OPRM1-OPRD1 agonist counter-screen; activation, % at 9.3 µM; HTR5A agonist assay, luminescence, cell-based; 340,000 tested, 0.61% active; P47898; in the data active = activation mostly above about 9.5%, no sharp cut-off; inactive = mostly below about 7.6%;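 note: 0% = cells with vehicle only and 100% = reference agonist; strong numbers were not always called active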
Tat export inh – inhibitors of E. coli Tat protein transport. E. coli MC4100 TorA-mCherry Tat export, fluorescence. AID 488895. inhibition, % at 10 µM. 340,000 tested, 0.036% active;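 active = mean replicate inhibition at least 50% and at least half of replicates individually reaching 50%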;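 note: exported cargo escapes ClpAP degradation while cytoplasmic cargo is degraded and loses fluorescence; 0% = median of neutral control wells and 100% = median of NaSCN control wells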
DAGLB inh – diacylglycerol lipase beta (human) inhibition; HEK293T DAGLB membrane lysate, EnzChek fluorogenic substrate; inhibition, % at 5.17 µM; 340,000 tested, 0.059% active; in the data active = inhibition above about 34%;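 note: 0% = enzyme with vehicle and 100% = wells lacking enzyme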
phage Ecoli inh – E. coli growth loss with phage present; inhibition, % at 11.9 µM; 360,000 tested, 0.26% active; AID 651602; growth absorbance; in the data active = inhibition above about 11%
SUMO Mot1 rescue – SUMOylation pathway inhibition by Mot1-301 growth rescue; S. cerevisiae Mot1-301 growth rescue, ATP luminescence, 38.5C; percent above DMSO median, 100 means doubled; 320,000 tested, 1% active; AID 2716; growth rescue, % at 18.8 µM;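 active = every valid replicate shows activation above 250% relative to neutral control wells; inactive = the rest, any valid replicate at or below 250%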;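 note: OY570 slx delta 5 strain wells were the positive control but not used for scaling; some compounds called inactive have numbers as strong as hits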
* = called active by the depositor; nt = no result given; & = joins results of further samples; ! = not active in a repeat.

SMILES	Ecoli viability	PKA-R2B act	CDK5 p35 inh	AddAB inh	HTR5A inv ctr	PKA-R1A act	HTR5A ag ctr	Tat export inh	DAGLB inh	phage Ecoli inh	SUMO Mot1 rescue
O=S(=O)(c1ccc2[nH]ccc2c1)N1CCCCCC1	-0.6	2	-0.6	1.0	-11	5	1	-3	-1	3.3	182
COc1ccc(/C(O)=C2\C(=O)C(=O)N(Cc3ccco3)C2c2cc(OC)ccc2OC)cc1 (stereo unspecified)	-0.1	-2	-2.8	4.2	-13	-3	2	-9	1	1.7	163
COc1ccc(N2C(=O)c3ccccc3C2=O)cc1	-0.3	-8	0.6	2.1	4	-9	5	5	-1	3.5	-2
NC(=S)NN=C1CCCCC12CCCC2	nt	3	2.9	nt	3	-4	-1	-2	-3	-0.5	nt
O=C(Nc1cccc(Cl)c1Cl)c1ccncc1	3.0	1	-0.4	1.4	-8	-3	-2	1	-1	4.8	-12
CCCCOC(=O)c1ccc(NC(=O)C(=O)NCc2ccncc2)cc1	-0.5	-2	0.1	1.6	-26	-12	9	-7	0	2.6	-13
O=c1c2c(-c3ccc([N+](=O)[O-])cc3)ccnc2[nH]n1-c1ccccc1	-3.3	-7	0.3	0.8	1	-8	0	-3	1	3.1	6
O=S(=O)(Nc1nc2ccccc2nc1Nc1cccc(S(=O)(=O)N2CCCCC2)c1)c1ccccc1	2.2	5	-0.7	4.6	-22	-1	13	0	10	3.6	-10
Clc1cccc(OCc2nc(-c3ccncc3)no2)c1	1.5	-5	-0.7	1.8	6	0	-2	-1	-4	3.9	13
COc1ccc(/C=C/C(=O)OCC(=O)Nc2cc(C(N)=O)cc(C(N)=O)c2)cc1	-1.2	-6	-1.3	1.6	3	5	-1	-2	-1	3.3	9
Cc1ccc(CNC(=O)C2CCC(=O)N(CCc3ccccc3)C2)s1 (stereo unspecified)	-1.8	-14	0.9	0.0	7	1	-2	-2	0	2.2	2
Cc1cccc(CCNS(=O)(=O)c2ccc3c(c2)CCN3C(=O)CCC(=O)O)c1	-3.1	-9	nt	1.7	-6	-5	2	5	0	nt	-1
COc1cc(/C=N/Nc2nc3ccccc3s2)cc([N+](=O)[O-])c1O	-0.4	9	3.2	0.5	16	-5	-6	-5	29	2.1	-68
O=C(c1cc(-c2ccccc2Cl)nc2ccccc12)N1CCN(c2ccccn2)CC1	-0.4	14	-1.4	2.2	6	-1	-1	-6	2	nt	64
O=C(NNC1CC(=O)N(c2ccc(Cl)cc2)C1=O)c1ccccc1Cl (stereo unspecified)	-1.2	-3	1.4	-0.4	-1	1	0	-4	2	-0.5	-11
N#Cc1cccc(CN2CCC(=O)N([C@H](CO)c3ccccc3)CC2)c1	-1.9	-6	-1.6	-0.3	-13	-17	5	-4	-3	0.2	6
CCN1CCN(CC(=O)Nc2sc3c(c2C#N)CCC3)CC1	-0.6	0	1.8	2.0	-18	-17	2	-4	1	3.3	16
CC(=O)N1c2ccc(Cl)cc2C2OCCC2C1c1ccco1 (stereo unspecified)	-0.8	-2	-2.1	2.2	-9	-4	-3	-6	0	-1.5	-30
COC(=O)c1cc(Cn2nc(C(=O)O)c3ccccc3c2=O)oc1C	1.6	-5	0.7	-0.6	-9	1	3	4	-2	0.9	-14
C=CCNC(=O)Nc1ccc(OCC)cc1	2.7	-11	-0.3	2.3	-28	-11	10	-1	-4	1.6	-11
Cc1cc(=O)oc2cc(NC(=O)c3cc([N+](=O)[O-])ccc3N3CCOCC3)ccc12	-1.7	-3	1.7	3.1	7	-14	-3	-1	0	-0.4	-21
O=c1c2ccc(Cl)cc2[nH]c(=S)n1Cc1cccnc1	-0.9	7	-1.7	4.1	18	-1	-8	1	-2	2.1	498
CC(C(=O)N1CCN(C=O)CC1)N1C(=O)c2ccccc2C1=O (stereo unspecified)	0.5	-9	0.9	2.4	-23	-10	2	8	-3	0.6	11
O=C(NCc1ccc(F)cc1)c1ccc(S(=O)(=O)Nc2cccc(C(F)(F)F)c2)cc1	-0.7	1	-1.5	4.2	2	2	4	6	0	5.2	11
CCSc1cc(C2C(C#N)=C(N)OC(C)=C2C(=O)OC)c(C)o1 (stereo unspecified)	-0.8	-5	0.1	0.7	-12	-3	-4	-8	-1	0.3	-4
Next section
SMILES	Ecoli viability	PKA-R2B act	CDK5 p35 inh	AddAB inh	HTR5A inv ctr	PKA-R1A act	HTR5A ag ctr	Tat export inh	DAGLB inh	phage Ecoli inh	SUMO Mot1 rescue
COc1ccc(/C=N/NC(=O)c2ccco2)cc1COc1ccc(F)cc1	1.8	-7	0.5	-0.7	-2	2	0	-4	0	-3.1	-18
Cc1onc(C(=O)N2CCN(c3ccccc3F)CC2)c1-c1ccccc1Cl	-0.8	2	-0.7	3.3	-41	0	0	-1	-2	2.8	-4
Cc1cc(NC(=O)c2cc(-c3ccc(OC(C)C)cc3)nc3ccccc23)no1	1.5	6	1.9	-0.8	-12	-12	5	-11	-11	-0.1	312*
COc1ccc(NC(=O)Nc2cnccn2)c(OC)c1	1.4	-12	1.7	0.7	4	-9	-2	-3	0	2.3	4
O=C(NC1CCN(Cc2ccccc2)CC1)C1CCCN(c2nnc(-n3cccc3)s2)C1 (stereo unspecified)	-1.1	3	-4.7	-1.1	-9	-10	6	15	0	3.4	-6
O=C(CN1C(=O)NC2(CCOc3ccccc32)C1=O)c1ccc(Cl)s1 (stereo unspecified)	0.5	-12	-0.1	-0.3	-8	-1	5	-2	-1	2.5	-10
CC1CCC2(CC1)NC(=O)N(CC(=O)N1CCN(C(=O)c3cccs3)CC1)C2=O (stereo unspecified)	1.8	-8	-0.4	0.9	-13	6	5	3	1	3.5	-9
O=C(CCN1C(=O)/C(=C/c2ccc(F)cc2)SC1=S)Nc1cc([N+](=O)[O-])ccc1O	-2.1	-8	-0.7	-0.1	9	-7	-2	14	5	2.9	13
Cc1ccc(/C=N/NC(=S)NC2CCS(=O)(=O)C2)cc1 (stereo unspecified)	-0.7	6	2.7	3.3	-6	3	3	-6	3	1.1	-9
COc1ccc(N2CCN(Cc3cc(=O)c(OCC(=O)Nc4ccccc4)co3)CC2)cc1	-1.4	10	0.0	-0.7	12	-6	-4	6	-2	1.3	13
CCC(C)NC(=O)CN(c1ccc2c(c1)OCO2)S(=O)(=O)c1c(C)n[nH]c1C (stereo unspecified)	-0.3	-7	0.5	1.4	7	9	-2	-9	-1	0.0	4
COc1ccccc1-n1cnnc1SCC(=O)Nc1nc(C)c(Cl)cc1Cl	0.7	0	-0.1	1.7	-9	-1	3	2	2	0.5	-16
CCCCNC(=O)N(O)C1N(/N=C/c2ccccc2O)C(=S)SC1(C)C (stereo unspecified)	nt	3	-2.0	nt	-4	-1	1	-9	-1	-2.0	10
CCCCNC(=O)N1CCN(Cc2cccc(F)c2)CC1	1.5	-7	-1.6	-1.3	-17	-6	6	1	0	6.5	-3
CCCCS(=O)(=O)N1CCCC(C(=O)Oc2ccccc2OC)C1 (stereo unspecified)	2.5	-9	0.5	0.4	-38	-3	3	-7	-3	0.6	-7
CCS(=O)(=O)N1CCN(S(=O)(=O)c2ccc(Cl)s2)CC1	-1.9	4	1.6	1.3	-12	4	2	-3	5	2.3	-20
COc1ccc(OC)c2sc(NC(=O)c3ccc(S(=O)(=O)N(C)C)cc3)nc12	-2.3	3	0.7	3.7	-4	4	-3	-2	1	2.3	6
N=C(N)SCc1ccc(O)c([N+](=O)[O-])c1	-0.5	-4	0.2	1.3	-4	0	1	2	1	1.2	120
CCC12CN3CCN(CC(C3)/C1=N\NC(=O)c1ccc(Cl)cc1)C2	-2.8	-9	1.5	1.4	-7	-7	3	10	-2	1.8	3
O=C(CS(=O)(=O)c1ccccc1)Nc1nnc(-c2cccs2)o1	2.5	-10	-1.7	-0.4	4	7	2	-9	-1	4.4	nt
c1cnc2c(c1)ccc1cccnc12	12*!	5&-3	-1.0&-2.1	12*!	-4&-4	1&-7	2&1	-1&-6	-1&1	12*	14&183
Cc1ccc(S(=O)(=O)Oc2ccc(C)cc2/C=N/N=C2\NC(=O)C(C)S2)cc1 (stereo unspecified)	1.0	7	-0.7	0.7	-64	-2	4	4	5	2.5	-1
COc1ccc(CN2C(=NC(=O)C3CCCO3)SC3CS(=O)(=O)CC32)cc1 (stereo unspecified)	-0.9	4	1.8	0.9	7	-10	3	-2	-2	0.9	-1
CC1CCN(C(=O)CCc2nnc3ccc(NCCCN4CCCC4=O)nn23)CC1	-1.8	1	0.7	0.1	-3	-2	-4	2	-2	1.0	-3
Cc1ccc(C(=O)OCC(=O)Nc2ccc3c(c2)OCCO3)cc1C	nt	-7	-0.7	nt	-31	0	5	5	-6	2.9	nt

2 entries drawn at random from those above, as already listed:
SMILES	Ecoli viability	PKA-R2B act	CDK5 p35 inh	AddAB inh	HTR5A inv ctr	PKA-R1A act	HTR5A ag ctr	Tat export inh	DAGLB inh	phage Ecoli inh	SUMO Mot1 rescue
CC1CCN(C(=O)CCc2nnc3ccc(NCCCN4CCCC4=O)nn23)CC1	-1.8	1	0.7	0.1	-3	-2	-4	2	-2	1.0	-3
COc1ccc(N2CCN(Cc3cc(=O)c(OCC(=O)Nc4ccccc4)co3)CC2)cc1	-1.4	10	0.0	-0.7	12	-6	-4	6	-2	1.3	13

Carrying on.
SMILES	Ecoli viability	PKA-R2B act	CDK5 p35 inh	AddAB inh	HTR5A inv ctr	PKA-R1A act	HTR5A ag ctr	Tat export inh	DAGLB inh	phage Ecoli inh	SUMO Mot1 rescue
CCn1c(NCc2cc(OC)ccc2OC)nc2ccccc21	-3.2	-5	0.7	-0.6	-28	1	0	-1	0	0.7	-6
COc1ccc(Cl)cc1-n1c(C)cc(C(=O)OCC(=O)N2CC(=O)Nc3ccccc32)c1C	0.4	5	-0.7	2.9	-8	4	5	7	3	2.0	-15
c1ccc(CN2CCC3(CCCc4ccccc43)CC2)cc1	1.4	-3	1.3	4.1	4	-8	-1	-1	-3	6.2	318
Cn1c(=O)cc(OCC(=O)Nc2ccccn2)c2ccccc21	-1.0	-1	1.4	0.2	-11	-7	5	-8	2	1.6	-5
CCN(CC)c1ccc(N2C(=O)/C(=C\c3cccs3)SC2=S)cc1	1.0	-11	0.0	4.4	11	-4	-4	1	1	2.5	-16
COc1ccc(NC(=S)Nc2ccccc2C(F)(F)F)cc1	5.2	-12	-0.1	3.7	-13	3	-4	1	-1	2.0	12
CC1CN(C(=O)COC(=O)c2cnc(Cl)c(Cl)c2)CC(C)O1 (stereo unspecified)	-1.5	-9	0.7	-2.4	5	4	-1	1	0	2.3	-14
O=C(CN1CCN(S(=O)(=O)c2ccc(F)cc2)CC1)Nc1ccnn1C1CCCC1	nt	5	0.1	nt	1	8	-2	-4	0	2.0	nt
Cc1ccc(-c2noc(CCCN3C(=O)c4ccccc4C3=O)n2)cc1	0.7	-4	-1.1	3.9	-12	-4	4	4	-6	3.4	10
CCc1sc(C(=O)N2CCc3cc(OC)c(OC)cc3C2CC(=O)O)cc1C (stereo unspecified)	-3.5	8	-0.1	1.6	9	-17	-4	-4	0	1.1	27
Cc1cccc(OCC(O)CN2C(C)(C)CC(O)CC2(C)C)c1 (stereo unspecified)	2.5	0	0.8	2.8	17	-5	-2	13	1	-1.4	571*
CCOC(=O)c1ccc2c(c1)nc(SCC(=O)N1CCCCC1)n2CC	-1.3	3	-0.5	0.0	-15	-6	6	-3	-2	1.2	293*
